Screening results deposited in PubChem by several laboratories.
Diaph act CS: compounds boosting diaphorase resazurin reduction – biochemical, uHTS, resorufin fluorescence, counter-screen for diaphorase-coupled primary assays, primary screen. Diaphorase/resazurin coupled assay, 16 min; active compounds read high; 1 = vehicle wells, 0 = NADH-free wells. AID 1229, 2008. activation factor at 20 µM. 190,000 compounds, 0.005% hits;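 active = diaphorase activity raised at least twofold by the compound at 20 µM; inactive = activation factor below 2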
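Material: bacterial diaphorase enzyme (C. kluyveri); amount: enzyme 0.07 U/mL final; reagent: NADH substrate 0.114 mM plus resazurin dye 0.1 mM, final; doses: single compound dose of 20 µM, 1% DMSO final; timing: 16 min enzyme reaction, ambient temperature; measured by: fluorescence of resorufin, 544 nm excitation, 590 nm emission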
S1P3 antag: S1P3 receptor antagonists, primary screen, cell-based; AID 485, 2006; CHO S1P3 NFAT-BLA reporter, FRET fluorescence, antagonist mode; inhibition, % at 4.98 µM; 170,000 compounds, 0.27% hits; Sphingosine 1-phosphate receptor 3 (Homo sapiens), Q99500;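 active = inhibition above the plate cutoff, the mean inhibition of test wells on that plate plus 3 SD, cut at about 28% in these data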;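 also: cells challenged with S1P at its EC80 of 0.8 µM; blue over green emission ratio from cleaved BLA substrate after 4 h stimulation; 0% = S1P-stimulated wells and 100% = unstimulated DMSO-only wells; some compounds past the cut are filed as inactive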
PPARg SRC1 recr: PPARgamma agonists recruiting SRC-1 coactivator, primary screen, biochemical; Peroxisome proliferator-activated receptor gamma (Homo sapiens), P37231; PPARgamma-SRC-1 coactivator recruitment biochemical assay; activation, % at 8 µM; 200,000 compounds, 0.41% hits; in the data active = activation above about 19%;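 also: 0% = DMSO and 100% = reference agonist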
Target sequence (P37231 whole entry, looked up): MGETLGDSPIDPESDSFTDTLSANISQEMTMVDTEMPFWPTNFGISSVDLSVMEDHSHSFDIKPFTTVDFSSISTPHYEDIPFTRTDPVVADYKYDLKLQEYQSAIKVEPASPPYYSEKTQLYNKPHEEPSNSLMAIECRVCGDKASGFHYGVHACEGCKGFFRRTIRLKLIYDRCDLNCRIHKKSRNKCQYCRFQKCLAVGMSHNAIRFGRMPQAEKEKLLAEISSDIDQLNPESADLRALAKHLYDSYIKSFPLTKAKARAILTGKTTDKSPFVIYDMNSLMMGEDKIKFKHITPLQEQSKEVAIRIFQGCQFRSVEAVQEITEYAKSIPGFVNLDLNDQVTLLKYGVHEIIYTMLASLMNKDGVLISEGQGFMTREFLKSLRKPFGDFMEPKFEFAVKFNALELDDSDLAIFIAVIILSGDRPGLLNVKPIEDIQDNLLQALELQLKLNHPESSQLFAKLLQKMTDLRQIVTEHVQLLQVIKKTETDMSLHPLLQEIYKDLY
TR-FRET SRC-2 ct: TR-FRET signal artefacts, primary screen, artefact control for PPARgamma SRC-2 agonist project, biochemical | TR-FRET artefact counter-screen; active compounds read high | TR-FRET ratio at 8 µM | 200,000 compounds, 0.4% hits; in the data active = TR-FRET ratio above about 2000; also: inactives centre near 1500
Diaph inh CS: diaphorase inhibitors and chemical oxidizers, primary screen, counter-screen for diaphorase-coupled primary assays, biochemical, uHTS, resorufin fluorescence; diaphorase resazurin-to-resorufin fluorescence, NADH, 16 min; bacterial (C. kluyveri) enzyme, not human; inhibition, % at 20 µM; 190,000 compounds, 0.69% hits; AID 1217, 2008;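 active = primary screen inhibition at 20 µM above a set limit, cut at about 50% in these data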;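 also: plate controls were DMSO with full reaction for no effect and wells lacking NADH for full effect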
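Detection: fluorescence of resorufin formed from resazurin, Ex 544/Em 590 nm; test system: Clostridium kluyveri diaphorase enzyme; amount: 0.14 U/mL diaphorase, enzyme working solution; times: 16-min room-temperature incubation before reading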
PPARg SRC-2 ag: agonists of PPARg-SRC-2 recruitment, primary screen, biochemical, HTS; Peroxisome proliferator-activated receptor gamma (Homo sapiens), P37231; PPARgamma LBD-SRC-2 recruitment; activation, % at 8 µM; 200,000 compounds, 0.34% hits; AID 1032, 2008; in the data active = activation above about 22%;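 also: 0% = vehicle and 100% = reference agonist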
G6PDH counter: L. mesenteroides G6PDH inhibitors, counter-screen for G6PDH-coupled screening assays, biochemical, Leuconostoc mesenteroides enzyme | Purified L. mesenteroides G6PDH, diaphorase/resazurin coupled fluorescence, 45 min | inhibition, % at 5 µM | 200,000 compounds, 0.12% hits | AID 1020, 2008; in the data active = inhibition above about 50%
PPARg SRC3 recr: PPARgamma agonists recruiting SRC-3 coactivator, primary screen, biochemical; biochemical PPARgamma/SRC-3 coactivator recruitment assay; 200,000 compounds, 0.26% hits; activation, % at 8 µM; AID 731, 2007; Peroxisome proliferator-activated receptor gamma (Homo sapiens), P37231; in the data active = activation above about 23%;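 also: 0% = DMSO and 100% = reference agonist; some compounds past the cut are filed as inactive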
ROMK mod: ROMK potassium channel modulators, primary screen, cell-based, thallium flux, MLSMR library; B-score at 10 µM; Tet-inducible ROMK, thallium flux fluorescence; actives lie on both sides; ATP-sensitive inward rectifier potassium channel 1 (Homo sapiens), P48048; 130,000 compounds, 2% hits;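 active = signal ratio slope over the read window, or its plate-corrected B-score, at least 3 SD from the plate mean, either direction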;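 also: B-score of the F/F0 ratio slope over 7 to 12 s after thallium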
Target sequence (P48048 whole entry, looked up): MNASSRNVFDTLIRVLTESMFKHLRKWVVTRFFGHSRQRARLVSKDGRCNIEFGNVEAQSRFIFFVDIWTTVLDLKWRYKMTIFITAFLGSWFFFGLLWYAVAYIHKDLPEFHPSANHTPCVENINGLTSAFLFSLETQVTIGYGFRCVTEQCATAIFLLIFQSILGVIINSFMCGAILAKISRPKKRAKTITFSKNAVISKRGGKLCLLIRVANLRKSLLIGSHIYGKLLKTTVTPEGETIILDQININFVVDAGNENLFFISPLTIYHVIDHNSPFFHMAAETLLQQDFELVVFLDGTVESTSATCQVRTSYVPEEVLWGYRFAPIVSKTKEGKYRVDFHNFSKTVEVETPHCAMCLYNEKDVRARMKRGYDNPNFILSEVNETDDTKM
PMI act satM6P: human PMI activators, high substrate, primary screen, biochemical, fluorescence intensity, near-saturating mannose 6-phosphate | Mannose-6-phosphate isomerase (Homo sapiens), P34949 | coupled PMI enzyme assay, resazurin fluorescence, 20 min; active compounds read high; 1 = untreated enzyme, 0 = substrate-free blank | activation factor at 20 µM | 190,000 compounds, 0.34% hits;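 active = activation factor of 2 or more at 20 µM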
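Test system: Human PMI in coupled enzyme assay | Input: 15 ng/mL PMI | Medium: HEPES-buffered pH 7.4 with magnesium and detergent | Compound: One concentration, 20 µM, in 1% DMSO | Incubation: Enzyme reaction with compound 20 min at room temperature | Detection: Diaphorase-driven resazurin-to-resorufin fluorescence, excitation 544, emission 590 nm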
PMI act: activators of human PMI, primary screen, biochemical, fluorescence intensity, near-Km mannose 6-phosphate. Mannose-6-phosphate isomerase (Homo sapiens), P34949. purified human PMI, coupled resazurin fluorescence, 20 min; active compounds read high; 1 = vehicle control, 0 substrate-free wells. activation factor at 20 µM. 190,000 compounds, 0.005% hits. AID 1214, 2008;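 active = activation factor of 2 or more at 20 µM, relative to plate controls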
Numbers without * were called inactive; · = no result given.

SMILES | Diaph act CS | S1P3 antag | PPARg SRC1 recr | TR-FRET SRC-2 ct | Diaph inh CS | PPARg SRC-2 ag | G6PDH counter | PPARg SRC3 recr | ROMK mod | PMI act satM6P | PMI act
CC(=O)c1c(O)cc2n(c1=O)-c1ccc(Cl)cc1C2(C)C | 0.8 | -1 | 1 | 1470 | 18 | -8 | 4 | 10 | -1.1 | 0.9 | 1
CCCNc1nc(N)nc(-c2cc(Cl)ccc2OC)n1 | 0.9 | · | 4 | 1643 | 6 | 0 | -7 | 6 | 1.2 | 0.9 | 0.9
Cc1ccc(-n2ncc3c(=O)n(CC(=O)NC4CCCCC4)cnc32)cc1C | 1.1 | -11 | 0 | 1433 | -8 | -11 | 6 | -8 | · | 1.1 | 1.1
NNC(=O)C1=NOC2COC3(CCN(c4ncccn4)CC3)OCC12 (stereo not given) | 1 | -14 | -2 | 1593 | 4 | 18 | 8 | 3 | 1.6 | 1.1 | 1.2
CCOC(=O)c1ccccc1NC(=O)/C=C/C(=O)O | 1 | -7 | -3 | 1631 | -5 | -1 | -8 | -2 | 0.81 | 1.2 | 1.2
CCOCCCNC(=O)/C(C#N)=C/c1cc(C)c(O)c(C)c1 | 0.9 | 5 | 9 | 1838 | 6 | 2 | 9 | 3 | 1.5 | 0.8 | 1
O=C(Cc1ccccc1)Nc1ccc(N2CCOCC2)cc1 | 0.8 | -16 | 1 | 1404 | 15 | -6 | 4 | -5 | -2* | 1 | 1
CCOc1ccc(CCNc2ccc3nnc(-c4ccccc4)n3n2)cc1OCC | 1.1 | -12 | 2 | 1553 | -9 | 4 | 10 | 0 | 0.42 | 1.1 | 1.1
COCCCN1CN=C(Nc2nc3ccccc3o2)NC1 | 1.1 | -6 | 3 | 1673 | -13 | 11 | -1 | 2 | -0.3 | 1 | 1.1
CC(Cl)C(=O)NN=C(c1ccccc1)c1ccccc1 (stereo not given) | 0.9 | -9 | 7 | 1445 | 10 | 0 | 17 | 3 | -0.097 | 1.1 | 1
COc1ccc2c(c1OC)C(=O)N1c3ccccc3COC21 (stereo not given) | 0.9 | -17 | 3 | 1615 | 11 | 4 | -3 | 7 | · | 1 | 0.9
C=CCN1C(=O)/C(=C\c2ccc(C)cc2)N=C1SCC(=O)NCCC | 0.9 | · | 6 | 1588 | 9 | -2 | -2 | -2 | 0.41 | 1 | 1
Cc1cc2cc(C(c3nnnn3Cc3ccccc3)N3CCc4ccccc43)c(=O)[nH]c2cc1C (stereo not given) | 0.6 | · | 5 | 1399 | 42 | -1 | 20 | -4 | 0.74 | 0.8 | 0.6
O=C(COC(=O)c1c2c(nc3ccccc13)CCCC2)c1ccc(Br)s1 | 0.9 | 0 | 9 | 2064* | 12 | 12 | 4 | 13 | -0.23 | 1 | 0.9
O=C(NCCc1ccc2c(c1)OCCO2)c1cccc(F)c1 | 0.9 | -1 | 0 | 1637 | 7 | 1 | -3 | 4 | · | 1.1 | 1
COc1ccc(CNc2nc3nc(C)c(Cl)c(=O)n3[nH]2)cc1OC | 0.9 | -16 | -6 | 1306 | 9 | 1 | 20 | -10 | 0.11 | 1 | 1
COc1ccccc1Nc1nc(-c2cccc([N+](=O)[O-])c2)nc2ccccc12 | 0.9 | · | -3 | 1698 | 12 | -4 | 10 | 6 | -0.52 | 0.9 | 0.8
CCOC(=O)c1cc2c(C)n(-c3ccc(OCC)cc3)c(C)c2cc(C(=O)OCC)c1=O | 0.9 | -2 | 2 | 1467 | 14 | 1 | -23 | -1 | 1.1 | 1.2 | 1.2
COc1ccc(N2CCN(CC(=O)Nc3ccc(SC(F)F)cc3)CC2)cc1 | 0.9 | 2 | -2 | 1421 | 11 | -1 | -9 | 3 | · | 0.9 | 0.9
C=CCSC1=C(C#N)C(c2ccc(C(C)C)cc2)CC(=O)N1 (stereo not given) | 0.7 | 2 | 6 | 1823 | 32 | -1 | -10 | -5 | · | 0.5 | 0.9
Cc1cc(-c2ccc(/C=N/n3cnnc3)o2)c([N+](=O)[O-])cc1C | 0.8 | · | -9 | 1434 | 15 | 1 | 13 | -7 | -0.99 | 0.5 | 0.8
Cc1noc(NS(=O)(=O)c2ccc(NC(=O)C34CCC(CC3)C4)cc2)c1C | 1 | 3 | -3 | 1372 | 4 | -8 | 8 | 9 | · | 1.1 | 1.2
Cc1ccc(Nc2ccccc2N)cc1 | 0.8 | -9 | 8 | 1779 | 23 | 7 | 0 | 1 | 0.62 | 1.1 | 1.1
CN1/C(=c2/s/c(=C3/C(=O)N(c4ccccc4)NC3=Nc3ccccc3)n(C)c2=O)C(C)(C)c2ccccc21 | 0.6 | · | 7 | 1700 | 36 | 5 | -6 | 10 | · | 0.8 | 0.7
Cc1c(C(=O)NCCC2=CCCCC2)oc2ccc(S(=O)(=O)N3CCOCC3)cc12 | 0.8 | · | 10 | 1764 | 19 | 8 | 2 | -5 | -0.49 | 1 | 1
More entries.
SMILES | Diaph act CS | S1P3 antag | PPARg SRC1 recr | TR-FRET SRC-2 ct | Diaph inh CS | PPARg SRC-2 ag | G6PDH counter | PPARg SRC3 recr | ROMK mod | PMI act satM6P | PMI act
COc1ccccc1C(c1nnnn1Cc1ccccc1)N1CCC(C(N)=O)CC1 (stereo not given) | 0.9 | · | -5 | 1559 | 14 | -1 | 13 | -8 | -0.26 | 1.1 | 1.1
COCCCN1C(=O)C(=O)/C(=C(/O)c2ccccc2)C1c1ccc2c(c1)OCO2 (stereo not given) | 0.9 | -16 | 5 | 1541 | 8 | 1 | 1 | -1 | 0.66 | 1.1 | 1.1
Cc1cccc(Nc2nc(-c3ccccc3)c(C(=O)Nc3cccnc3)s2)c1 | 0.8 | -3 | 29* | 2484* | 18 | 38* | -36 | 27* | · | 0.8 | 0.8
CC(C)OCCCNC(=O)C(NC(=O)c1ccc(Cl)cc1)C(C)C (stereo not given) | 1.1 | -6 | -3 | 1744 | -7 | 0 | 6 | 5 | -0.61 | 1 | 1.1
CCCCOc1ccc(-c2nnc(N)s2)cc1 | 0.8 | 4 | 2 | 1600 | 19 | -6 | 0 | 3 | 0.52 | 0.9 | 1
CCCCNC(=O)N(O)C1N(CCCC)C(=O)N(CC(=O)OC)C1(C)C (stereo not given) | 0.9 | · | 2 | 1558 | 10 | -3 | 4 | -12 | · | 1 | 1
CCOc1cccc(/C(O)=C2/C(=O)C(=O)N(CCOC)C2c2ccc(C)o2)c1 (stereo not given) | 0.9 | · | 11 | 1654 | 12 | 4 | 6 | 6 | · | 1.2 | 1.2
CN(C)/C=C/C(=O)c1ccc(Cl)s1 | 0.9 | 1 | 6 | 1562 | 13 | -1 | 17 | 3 | -0.47 | 0.9 | 0.9
Cc1nnc(SCC(=O)N2CCCCC2)s1 | 1.1 | 18 | 7 | 1639 | -7 | 4 | 0 | -7 | 0.18 | 1.2 | 1.1
CC(=O)n1cc([C@H]2C=C(C(=O)Nc3ccccc3)O[C@@H](OCc3ccc(CO)cc3)C2)c2ccccc21 | 0.7 | -14 | 6 | 1544 | 35 | 3 | 8 | -1 | · | 0.9 | 0.9
COC(=O)c1nn(-c2ccc(Cl)cc2)c(=O)cc1Sc1ccccn1 | 0.9 | · | 5 | 1519 | 8 | 9 | 12 | -4 | · | 1 | 1
CSc1nnc2c(n1)OC(c1cccn1C)N(C(C)=O)c1ccccc1-2 (stereo not given) | 0.9 | -43 | 1 | 1311 | 7 | -1 | -3 | -8 | · | 1.2 | 1.2
Cc1ccc(NC(=S)NC(=O)c2c(-c3ccccc3Cl)noc2C)cc1 | 0.9 | · | -3 | 1397 | 6 | -1 | 1 | -1 | · | 1 | 0.9
Cc1csc2nc(CNC(=O)C3CCCCC3)cn12 | 0.9 | 10 | -1 | 1564 | 11 | 3 | -5 | 1 | · | 1 | 1
Cc1ccc(OS(=O)Nc2cccc3nccnc23)cc1 (stereo not given) | 0.9 | -14 | 8 | 1522 | 14 | 4 | 1 | 6 | · | 0.9 | 0.9
CC(C(=O)N1CCCCC1)n1ncn2cccc2c1=O (stereo not given) | 0.9 | 8 | 0 | 1743 | 8 | 3 | 3 | -2 | 0.43 | 1 | 1

Sorted by formula weight (smallest number first): part of the list above
SMILES | Diaph act CS | S1P3 antag | PPARg SRC1 recr | TR-FRET SRC-2 ct | Diaph inh CS | PPARg SRC-2 ag | G6PDH counter | PPARg SRC3 recr | ROMK mod | PMI act satM6P | PMI act
CCCCOc1ccc(-c2nnc(N)s2)cc1 | 0.8 | 4 | 2 | 1600 | 19 | -6 | 0 | 3 | 0.52 | 0.9 | 1
Cc1nnc(SCC(=O)N2CCCCC2)s1 | 1.1 | 18 | 7 | 1639 | -7 | 4 | 0 | -7 | 0.18 | 1.2 | 1.1
Cc1ccc(OS(=O)Nc2cccc3nccnc23)cc1 (stereo not given) | 0.9 | -14 | 8 | 1522 | 14 | 4 | 1 | 6 | · | 0.9 | 0.9
CC(C)OCCCNC(=O)C(NC(=O)c1ccc(Cl)cc1)C(C)C (stereo not given) | 1.1 | -6 | -3 | 1744 | -7 | 0 | 6 | 5 | -0.61 | 1 | 1.1
CCOc1cccc(/C(O)=C2/C(=O)C(=O)N(CCOC)C2c2ccc(C)o2)c1 (stereo not given) | 0.9 | · | 11 | 1654 | 12 | 4 | 6 | 6 | · | 1.2 | 1.2
Cc1cccc(Nc2nc(-c3ccccc3)c(C(=O)Nc3cccnc3)s2)c1 | 0.8 | -3 | 29* | 2484* | 18 | 38* | -36 | 27* | · | 0.8 | 0.8
CC(=O)n1cc([C@H]2C=C(C(=O)Nc3ccccc3)O[C@@H](OCc3ccc(CO)cc3)C2)c2ccccc21 | 0.7 | -14 | 6 | 1544 | 35 | 3 | 8 | -1 | · | 0.9 | 0.9
